Source: PubChem
NR2F2 inh = NR2F2 (human) inhibition, primary screen; P24468; HEK293T NGFI-A luciferase reporter, luminescence; inhibition, % at 8.6 µM; actives 0.7% (n = 370,000); AID 686940;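 active means inhibition above a per-plate cutoff, mean inhibition of test wells between control levels plus 3 SD, cut at about 38% in these data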;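 further: cells cotransfected with COUP-TFII expression vector driving the NGFI-A reporter; 0% = median of COUP-TF2 test wells and 100% = reporter-only cells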
TLR9-MyD88 block = blocks human TLR9 binding to MyD88. Q9NR96+Q99836. CHO BLA complementation TLR9-MyD88, CCF4 FRET ratio. inhibition, % at 4.98 µM. actives 0.21% (n = 340,000). AID 504734;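 active means inhibition above the mean over all tested compounds plus 3 SD, cut at about 21% in these data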;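 further: 0% = DMSO only wells and 100% = clavulanate BLA inhibitor control wells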
Target sequence (Q99836 whole entry, looked up): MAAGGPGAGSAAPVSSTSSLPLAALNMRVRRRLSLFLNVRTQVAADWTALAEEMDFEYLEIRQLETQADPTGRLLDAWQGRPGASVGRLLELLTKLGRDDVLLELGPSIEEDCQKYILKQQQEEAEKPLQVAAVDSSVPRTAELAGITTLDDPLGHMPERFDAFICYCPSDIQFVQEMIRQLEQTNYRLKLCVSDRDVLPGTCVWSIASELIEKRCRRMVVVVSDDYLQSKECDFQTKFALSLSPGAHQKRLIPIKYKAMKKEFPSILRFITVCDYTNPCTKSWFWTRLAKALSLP
Target sequence (Q9NR96 whole entry, looked up): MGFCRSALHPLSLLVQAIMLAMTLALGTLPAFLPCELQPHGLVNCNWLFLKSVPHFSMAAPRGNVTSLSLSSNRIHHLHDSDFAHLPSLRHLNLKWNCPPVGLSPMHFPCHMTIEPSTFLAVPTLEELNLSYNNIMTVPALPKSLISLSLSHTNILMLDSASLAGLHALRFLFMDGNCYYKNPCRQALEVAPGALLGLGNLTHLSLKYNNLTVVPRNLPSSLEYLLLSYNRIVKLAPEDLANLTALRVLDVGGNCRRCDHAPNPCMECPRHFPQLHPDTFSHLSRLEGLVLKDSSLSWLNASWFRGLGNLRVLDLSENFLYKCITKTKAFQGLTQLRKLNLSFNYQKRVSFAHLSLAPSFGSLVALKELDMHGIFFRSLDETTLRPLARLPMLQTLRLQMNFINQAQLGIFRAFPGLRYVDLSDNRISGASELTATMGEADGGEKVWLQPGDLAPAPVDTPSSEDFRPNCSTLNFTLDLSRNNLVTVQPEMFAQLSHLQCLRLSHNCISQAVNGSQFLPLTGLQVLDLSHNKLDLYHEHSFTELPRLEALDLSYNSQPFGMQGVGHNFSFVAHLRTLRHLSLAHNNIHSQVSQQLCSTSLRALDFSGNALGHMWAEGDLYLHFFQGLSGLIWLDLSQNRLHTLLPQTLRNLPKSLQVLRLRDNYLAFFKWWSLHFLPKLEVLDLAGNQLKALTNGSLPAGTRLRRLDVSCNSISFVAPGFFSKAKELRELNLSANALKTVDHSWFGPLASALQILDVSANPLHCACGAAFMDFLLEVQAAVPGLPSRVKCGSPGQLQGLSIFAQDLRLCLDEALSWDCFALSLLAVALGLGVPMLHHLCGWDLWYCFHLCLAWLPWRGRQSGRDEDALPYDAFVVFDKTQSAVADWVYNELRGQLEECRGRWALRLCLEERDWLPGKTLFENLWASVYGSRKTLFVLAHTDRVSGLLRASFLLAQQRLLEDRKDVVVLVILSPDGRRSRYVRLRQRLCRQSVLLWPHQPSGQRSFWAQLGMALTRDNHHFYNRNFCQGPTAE
NCOA2 inhibitor = human SRC2 (NCOA2) inhibition | Q15596 | HEK293 GAL4-SRC2 luciferase reporter, luminescence | inhibition, % at 9 µM | actives 0.17% (n = 370,000) | AID 651957;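 active means inhibition above the mean inhibition of all tested compounds plus 3 SD, set per campaign, cut at about 52% in these data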;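 further: 0% = DMSO treated cells and 100% = cells given Gossypol at 36 µM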
NCOA3 inh = human NCOA3 inhibition; Q9Y6Q9; HEK293 GAL4-SRC3 luciferase reporter, luminescence; actives 0.17% (n = 360,000); inhibition, % at 3.6 µM;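 active means inhibition above a per-campaign cutoff, the mean of all compounds plus 3 SD, cut at about 60% in these data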;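 further: 0% = DMSO-treated cells and 100% = gossypol-treated cells at 36 µM; higher means less SRC3-driven luciferase light from the GAL4 reporter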
SRC1 inh = inhibits human SRC1 coactivator; Q15788; HEK293 GAL4-SRC1 luciferase reporter, luminescence; inhibition, % at 3.6 µM; actives 0.12% (n = 360,000);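 active means inhibition above the campaign mean plus 3 SD, with each screening campaign given its own cutoff, cut at about 60% in these data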;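 further: 0% = DMSO treated cells and 100% = gossypol at 36 µM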
LRH-1 inv ag = suppresses constitutive activity of human LRH-1; O00482; HEK293T StAR-luciferase reporter, LRH-1 transfected, 24 h; inhibition, % at 3.6 µM; actives 0.13% (n = 360,000); AID 602396;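 active means inhibition above the mean inhibition of all tested compounds plus 3 SD, cut at about 73% in these data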;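 further: 0% = DMSO wells and 100% = reporter-only cells lacking LRH-1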
Vif inh = inhibitors of HIV Vif. HEK293T cells, Vif self-association by quenched fluorescence, imaging, 24 h. inhibition, % at 7.49 µM. actives 0.35% (n = 340,000); in the data active means inhibition above about 50%, passing the limit was not always enough; further: some results filed as inactive read as strong as hits
TROY NFkB inh = inhibitors of TROY-dependent NF-kB signaling | actives 0.98% (n = 360,000) | AID 1347056 | inhibition, % at 10 µM | Q293 LMP1-TROYcd NF-kB luciferase reporter, 4 h;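 active means compounds whose plate-normalised and pattern-corrected inhibition of the luciferase reporter signal at the single screening dose is 50% or more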
TRAIL sens C8 = sensitizes caspase-8 expressing cells to TRAIL | NB7+C8 cells + TRAIL, ATPlite viability luminescence | inhibition (viability loss, TRAIL sensitization), % at 10 µM | actives 1% (n = 360,000);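 active means compounds causing at least 50% loss of cell viability in the single-dose screen, relative to plate controls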
NOD2 RIPK2 PPI = inhibitors of human NOD2-RIPK2 interaction; CHO BLA complementation NOD2-RIPK2, CCF4 ratio; actives 0.38% (n = 360,000); AID 624267; inhibition, % at 4.98 µM; in the data active means inhibition above about 21%;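 further: 0% = vehicle only and 100% = reference blocker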
EBV LMP1 NFkB = reduces LMP1-driven NF-kappaB luciferase signal | inhibition, % at 12.5 µM | AID 504558 | actives 0.69% (n = 350,000) | LMP1-induced NF-kappaB luciferase reporter cells, luminescence; in the data active means inhibition above about 41%;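 further: 0% = neutral control wells and 100% = reference inhibitor control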
An asterisk follows results filed as active; / = no result given. These rows are one share of the data, so the mix of outcomes need not match the whole.

SMILES	NR2F2 inh	TLR9-MyD88 block	NCOA2 inhibitor	NCOA3 inh	SRC1 inh	LRH-1 inv ag	Vif inh	TROY NFkB inh	TRAIL sens C8	NOD2 RIPK2 PPI	EBV LMP1 NFkB
CN(C)CCCn1c(SCc2ccc(Cl)cc2)nnc1-c1ccncc1	-14.2	-0.5	8.9	3.2	-10.7	12.2	10.7	-11.9	0.1	-12.0	-24.0
CCNC(=O)Nc1nc2ccccc2s1	-57.4	-2.3	-35.7	-43.0	-47.6	-70.5	5.8	-37.8	-12.0	9.8	-15.8
O=C(NCCN1CCCC1=O)C1CCC(=O)N(CCc2ccc(Cl)cc2)C1 (centres undefined)	-1.0	-4.6	11.4	11.2	5.3	16.9	19.7	7.0	4.0	-12.0	9.5
COc1cccc(C(=O)NCc2cccnc2)c1	1.3	7.0	-9.4	6.9	-7.5	26.3	-4.6	0.7	16.1	-3.0	2.5
CC(=O)C1CCC2C3C=CC4=CC(=O)CCC4(C)C3CCC12C (centres undefined)	10.4	/	5.2	3.0	11.2	2.0	-4.9	0.6	10.9	-0.8	/
CCOC(=O)CC1C(C(=O)OCC)ON2OC(C(=O)OC)C(C(=O)OCC)C12 (centres undefined)	-1.1	0.4	5.6	-0.1	2.0	-8.2	-6.9	-5.5	14.6	-8.3	10.2
CC(=O)c1cccc(NC(=O)c2ccc(C)o2)c1	-38.5	0.6	-22.7	-33.4	-32.6	-16.0	-15.3	-17.5	2.7	0.5	-9.5
CCOC(=O)C(=O)N/N=C/c1ccco1	3.3	-3.1	-24.9	7.3	-11.7	21.3	2.1	5.4	3.8	-9.0	3.0
Cc1ccc(NC(=O)NNC(=O)C2CC(c3cccs3)=NO2)cc1 (centres undefined)	-0.9	-22.0	-11.9	-18.0	-2.3	-9.1	1.8	-3.1	-0.5	-0.7	20.9
C[C@@H]1NC(=O)[C@H](CCC(=O)O)NC(=O)c2cc([N+](=O)[O-])cc(F)c2NCCC[C@@H](C(N)=O)NC1=O	-4.9	-5.6	26.7	-17.0	-1.6	31.4	-0.9	1.8	-12.2	-11.4	-2.5
CCN(CCCNC(=O)CCn1c(=O)[nH]c2ccccc2c1=O)c1cccc(C)c1	6.3	-14.7	-5.0	10.3	-10.3	-18.8	-21.0	-1.1	10.4	5.3	1.4
O=S(=O)(O)c1ccc(NN=Cc2ccccc2O)cc1	-17.1	-10.2	-7.0	8.0	-7.2	-5.9	11.7	3.0	-14.8	-2.9	0.2
CCCC(=O)Nn1cnc2c(c1=O)C1(CCCCC1)Cc1ccccc1-2	23.2	-7.0	8.0	-0.2	3.9	4.8	-2.6	2.9	-3.4	8.7	-6.3
CCOC(=O)c1c(C)oc2ccc(OC(=O)N3CCOCC3)cc12	-11.7	-1.5	5.6	5.7	-1.3	-25.5	0.4	-2.1	-11.6	-2.1	-3.2
Cc1cc(NC(=O)CSc2nc3c(c(=O)n2Cc2ccccc2)SC(C)C3)no1 (centres undefined)	0.9	15.1	-6.9	-17.3	-1.8	0.7	7.8	-51.9	-5.6	8.2	0.2
CCc1ccc(NC(=O)N2CCN(c3ccccc3)CC2)cc1	7.9	-4.5	-29.7	-3.3	-33.6	-4.2	-3.5	-15.2	4.7	-11.2	1.8
S=C(NCc1ccco1)Nc1cccc(Cl)c1	11.5	0.7	13.0	-6.4	-9.4	-3.0	-10.0	0.5	1.0	-9.2	10.0
O=C1O[C@@H](c2ccccc2)C[C@@H](O)C(=O)CCCCc2ccccc21	-3.2	/	0.8	/	/	-4.8	/	-0.1	5.7	-6.1	/
CS(=O)(=O)N1CCN(C(=O)Cc2ccc([N+](=O)[O-])cc2)CC1	0.1	0.6	-15.7	-14.3	-13.3	9.8	7.7	-7.0	-21.9	-5.3	6.0
COc1ccccc1-c1noc(-c2cccnc2)n1	7.1	10.4	-24.4	-44.8	-34.4	-41.8	0.3	-79.9	-0.4	0.1	-20.2
Cc1ccccc1NC(=O)N1CCCC(c2nc(-c3ccc(C(C)C)cc3)no2)C1 (centres undefined)	-31.6	-11.0	-26.8	-100.3	-124.2	-180.7	-7.1	74.0*	6.4	-6.8	-16.0
CCc1ccc(C2CC(c3ccc(C)cc3)Nc3nc(N)nn32)cc1 (centres undefined)	12.2	1.9	17.1	-23.2	2.2	4.0	0.8	-10.1	-9.7	2.1	-10.7
CCCC(=O)N(c1ccc2oc(C)c(C(C)=O)c2c1)S(=O)(=O)c1ccc(C(=O)O)cc1	-1.0	0.7	-11.1	1.8	7.3	24.4	16.6	-23.1	-0.4	0.5	-0.1
CN(CC(=O)O)S(=O)(=O)c1cc(Cl)ccc1Cl	4.7	-5.9	10.7	-11.6	-21.0	17.0	-0.8	57.4*	-6.5	-17.2	-5.4
O=C(NCCO)C(=O)NCC1OCCCN1S(=O)(=O)c1cccs1 (centres undefined)	1.1	-2.4	-11.6	16.9	-5.0	12.0	-5.5	7.3	2.1	1.7	1.7

Next part.
SMILES	NR2F2 inh	TLR9-MyD88 block	NCOA2 inhibitor	NCOA3 inh	SRC1 inh	LRH-1 inv ag	Vif inh	TROY NFkB inh	TRAIL sens C8	NOD2 RIPK2 PPI	EBV LMP1 NFkB
COc1ccc(/C=C/C(=O)Nc2ccc(-n3nncc3-c3ccc(OC)c(OC)c3)cc2)cc1OC	-8.8	-1.2	-35.3	-26.4	-12.5	6.8	-0.9	12.9	-45.9	-1.6	11.3
CCOc1c([N+](=O)[O-])cc2c(C)c(C(=O)N3CCN(C)CC3)oc2c1OCC	-1.8	1.1	-13.1	-8.6	9.9	6.8	1.0	-0.7	11.6	13.4	4.0
COc1ccc(N(C(=O)c2ccco2)C(C(=O)NC2CCCC2)c2ccccc2)cc1 (centres undefined)	3.3	-2.5	8.1	1.6	-6.4	-9.7	-0.8	-3.4	0.0	-5.3	0.3
Cc1cc(C)c2c(n1)nn1c(NCCCN(C)C)cc(C)nc21	-21.9	3.6	-28.5	6.4	-0.3	2.8	18.4	-11.7	7.4	8.2	-17.7
COc1ccc(N(CC(=O)N2CCCCC2)S(=O)(=O)c2c(C)nn(C)c2C)cc1	14.2	-2.7	7.3	10.8	-4.1	-6.0	-3.9	3.9	-7.8	5.5	-2.2
CCOC(=O)c1sc(N(Cc2ccccc2)C(=O)COC(=O)c2ccccc2O)nc1C	-17.4	-14.6	-20.9	-31.0	-20.4	-2.8	-6.0	-30.3	-0.9	-5.1	8.6
COc1ccc2c(C)c(CC(=O)N3CCN(C(=O)C4COc5ccccc5O4)CC3)c(=O)oc2c1C (centres undefined)	10.1	-10.0	14.6	-12.6	-2.4	10.5	-2.0	6.4	6.5	-12.4	5.6
COc1ccc([C@@H]2CC=C(C(=O)O)[C@H](c3ccc(F)cc3)N2S(=O)(=O)c2ccc(C)cc2)cc1OC	0.1	-10.2	7.2	19.9	11.7	8.3	/	-2.0	5.9	10.2	2.2
O=C(Nc1ccc2c(c1)OCO2)C1CC(=O)N(c2ccccc2)C1 (centres undefined)	9.6	4.4	13.1	15.2	8.6	2.0	-2.6	2.9	-0.5	-3.1	5.4
CN(C)S(=O)(=O)c1ccc(C(=O)Nc2cc(=O)n(C)c(=O)n2C)cc1	-4.5	14.5	-6.1	6.9	-8.9	8.7	7.6	-13.7	2.9	-10.9	7.7
O=C(NCc1ccccc1)c1cc(-c2cccc(O)c2)on1	-10.1	-12.0	-33.8	-25.0	-25.9	-16.3	/	-86.6	8.9	0.1	-1.4
Clc1cccc(NCc2nnc(SCc3ccc(Cl)cc3Cl)o2)c1	1.1	-0.6	6.3	10.2	-1.3	-11.1	-7.1	12.6	-3.8	-1.0	-6.0
CC(C)NC(=O)C1(C)CCN1C(=O)c1ccccc1F (centres undefined)	-15.4	/	-6.0	1.6	-4.8	7.6	1.0	10.0	15.2	-6.9	/
COc1ccccc1NC(=O)CSc1ccc2nnc(-c3ccc(C)cc3)n2n1	13.5	-2.8	-15.8	15.4	-15.3	4.5	-8.4	-7.9	6.4	-2.6	-4.6
COc1ccc(Br)cc1CNc1ccc(N2CCOCC2)cc1	2.1	-2.5	-18.1	2.1	0.6	30.3	0.8	-4.5	-31.5	-3.6	2.4
O=C(CCc1nnc2ccc(NCc3ccccc3)nn12)NC1CCCC1	7.8	-14.8	-23.3	-14.8	-6.6	-20.4	-5.7	-0.2	-11.8	-12.2	3.2
Cc1ccc(-c2cc(NC(=O)CCl)n(-c3ccccc3)n2)cc1	-23.8	6.8	-3.5	-8.6	-12.5	-17.1	/	-56.3	44.9	7.6	-9.7
CCOC(=O)[C@H]1[C@H]2COc3ccc(Cl)cc3[C@H]2N2C(=O)CNC(=O)[C@@]12C	7.9	-1.6	7.6	5.5	-2.9	-4.6	-6.6	4.7	5.5	-6.8	-1.1
Cc1nc2ccc(NC(=O)N3CCSCC3)cc2nc1C	9.2	4.6	-14.2	14.7	5.8	1.9	9.0	-2.9	-3.2	-13.8	-8.6
COc1ccc(CNCc2cccc3ccccc23)cc1	14.5	-11.2	0.1	5.7	-34.0	-7.3	-1.1	-19.4	-2.8	-5.7	-6.4
Cc1cc(C)c2nc(-c3ccccn3)cc(C(=O)NCCc3ccc(S(N)(=O)=O)cc3)c2c1	28.8	0.7	-3.5	-5.1	-7.4	-12.2	16.9	4.7	-0.6	-0.9	-29.1
CS(=O)(=O)N(CC(=O)NCCSc1ccccn1)c1cccc2ccccc12	15.1	-1.1	-33.0	7.8	1.1	12.2	-12.8	1.1	-10.5	7.8	3.8
Cc1ccc(Cl)cc1C1=CC(=O)C[C@H](c2ccc(F)cc2)C1	8.3	-5.4	15.7	-5.2	7.8	12.8	-4.5	3.5	2.8	-3.5	-6.4
CC(O)(CS(=O)(=O)Cc1ccccc1)c1ccc(Cl)cc1 (centres undefined)	14.0	-2.9	-18.1	-18.7	-3.5	10.7	8.7	-9.9	-1.7	-6.3	0.9
Cn1c(=O)cc(SCC(=O)NCCN2CCN(c3ccccc3F)CC2)c2cc(Cl)ccc21	5.6	-4.8	-11.5	11.6	3.4	7.0	11.4	19.8	7.3	6.1	3.2
CCN1C(=O)[C@@H]2C(C(=O)c3cnccn3)=NN[C@@H]2C1=O	-3.2	-1.1	7.0	2.0	12.3	10.4	6.3	5.1	12.2	-1.2	3.2
CCOC(=O)c1c(C)n(OCc2ccccc2)c2ccc3c(no[n+]3[O-])c12	-17.5	9.1	-13.0	5.4	-4.2	4.2	-0.3	-9.6	23.5	-12.2	-4.3
C=CCNC(=O)/C(C#N)=C/c1cc(Br)ccc1OC	10.0	-4.1	-10.6	-2.5	10.9	6.4	/	-1.9	14.8	6.0	0.0

Ordered by length of the SMILES (rising): part of the list above.
SMILES	NR2F2 inh	TLR9-MyD88 block	NCOA2 inhibitor	NCOA3 inh	SRC1 inh	LRH-1 inv ag	Vif inh	TROY NFkB inh	TRAIL sens C8	NOD2 RIPK2 PPI	EBV LMP1 NFkB
COc1ccc(Br)cc1CNc1ccc(N2CCOCC2)cc1	2.1	-2.5	-18.1	2.1	0.6	30.3	0.8	-4.5	-31.5	-3.6	2.4
CCN1C(=O)[C@@H]2C(C(=O)c3cnccn3)=NN[C@@H]2C1=O	-3.2	-1.1	7.0	2.0	12.3	10.4	6.3	5.1	12.2	-1.2	3.2
CCN(CCCNC(=O)CCn1c(=O)[nH]c2ccccc2c1=O)c1cccc(C)c1	6.3	-14.7	-5.0	10.3	-10.3	-18.8	-21.0	-1.1	10.4	5.3	1.4
